# PfGluPho inh – PfG6PD enzyme inhibitors, primary screen, biochemical, fluorescence intensity, uHTS. PfGluPho enzyme, NADPH resazurin-diaphorase fluorescence. 350,000 tested, 0.78% active. inhibition, % at 20 µM. AID 504690, 2011;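 active = inhibition reaching at least a set limit at 20 µM in the primary screen, cut at about 59% in these data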;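 also: 0% = DMSO wells with substrate and 100% = DMSO wells lacking glucose-6-phosphate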
# SENP8 block-1 – SENP8 protease inhibitors, primary screen, biochemical, luminescence; Sentrin-specific protease 8 (Homo sapiens), Q96LD8; purified SENP8, Z-RLRGG-aminoluciferin cleavage; inhibition, % at 10 µM; 330,000 tested, 1.2% active; AID 2540, 2010; in the data active = inhibition above about 50%
# Target sequence (Q96LD8 whole entry, looked up): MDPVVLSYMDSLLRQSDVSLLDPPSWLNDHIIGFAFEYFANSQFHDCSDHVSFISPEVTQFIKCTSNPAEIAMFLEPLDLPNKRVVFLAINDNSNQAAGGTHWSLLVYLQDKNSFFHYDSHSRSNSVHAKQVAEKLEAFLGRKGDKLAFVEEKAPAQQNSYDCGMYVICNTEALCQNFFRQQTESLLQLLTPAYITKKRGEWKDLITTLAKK
# HKDC1 inh – HKDC1 hexokinase inhibitors, primary screen, biochemical, fluorescence, uHTS; Q2TB90; recombinant HKDC1, G6PDH/diaphorase resazurin coupled fluorescence; inhibition, % at 20 µM; 340,000 tested, 0.16% active;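 active = inhibition above about 35% when tested at 20 µM, limit read from the data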;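 also: plate controls were DMSO wells with enzyme for no effect and DMSO wells lacking enzyme for full effect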
#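 Assay system: in-house recombinant HK5 (HKDC1) enzyme. Input: HKDC1 at 5 µg/mL. Medium: Tris pH 8.0 buffer with MgCl2, Tween-20, BSA, BME. Dosing: single 20 µM dose. Schedule: 90 min reaction incubation at room temperature, dark. Signal: resazurin-to-resorufin fluorescence via G6PDH and diaphorase coupling, 525/613 nm. Controls: DMSO-enzyme wells negative, buffer-substituted wells positive.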
# Apaf1 inhib – inhibitors of human Apaf-1 apoptosome, primary screen, biochemical, DEVD-Rh110 fluorescence, uHTS | reconstituted apoptosome caspase-3 activity | 330,000 tested, 0.71% active | inhibition, % at 20 µM | AID 489030, 2010; active = inhibition of at least 40% at 20 µM;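 also: plate controls were DMSO wells for no effect and DEVD-CHO caspase inhibitor wells for full effect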
#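 Material: reconstituted apoptosome with Apaf-1, cytochrome c, caspase-9, procaspase-3, dATP; medium: pH 7.5 Hepes buffer with CHAPS, BSA, DTT; also added: cytochrome c and DEVD-Rh110 substrate; timing: 30 min plus 50 min, RT; signal: Rh110 fluorescence intensity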
# SENP1 inh – human SENP1 catalytic domain inhibitors, primary screen, biochemical, FRET, uHTS | recombinant SENP1 catalytic domain, CyPet-SUMO1-YPet FRET cleavage | inhibition, % at 10 µM | 360,000 tested, 0.21% active | AID 624204, 2012;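 active = inhibition at least 30% at 10 µM, raw YFP signal under a set limit, fluorescence ratio 0.5 to 1.5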;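 also: 0% = enzyme with DMSO and 100% = no enzyme wells; some results filed as inactive read as strong as hits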
#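 Material – human SENP1 catalytic domain · Input – SENP1 enzyme, 20 pM final · Compound dosing – single concentration of 10 µM compound, 0.5% DMSO final · Timing – enzyme reaction for 50 min at room temperature, dark · Measured by – FRET fluorescence in CFP and YFP emission channels · Control set – no-enzyme wells low, DMSO-plus-enzyme wells high control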
# SENP8 block-2 – human SENP8 protease inhibitors, primary screen, biochemical, fluorescence, Nedd8 protein substrate, uHTS; Sentrin-specific protease 8 (Homo sapiens), Q96LD8; AID 602440, 2012; 360,000 tested, 0.64% active; recombinant SENP8; inhibition, % at 20 µM; in the data active = inhibition mostly above about 40%, no sharp cut-off; inactive = mostly below about 27%
# NALP3 yeast inh – NALP3 inflammasome inhibitors in reconstituted yeast, primary screen, luminescence, uHTS; Yeast reconstituted NLRP3/ASC/caspase-1, beta-gal luminescence, 24 h; inhibition, % at 10 µM; 330,000 tested, 0.39% active; AID 2825, 2010;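 active = inhibition of 50% or more; inactive = inhibition below 50%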;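 also: plate controls were induced DMSO wells for no effect and uninduced yeast grown without galactose for full effect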
# SENP7 block – SENP7 protease inhibitors, primary screen, biochemical, luminescence, uHTS | Sentrin-specific protease 7 (Homo sapiens), Q9BQF6 | recombinant SENP7, Z-RLRGG-aminoluciferin luminescence, 40 min | inhibition, % at 5 µM | 330,000 tested, 1.5% active;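 active = inhibition above about 50% at the single test dose, limit read from the data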;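 also: plate controls were DMSO with enzyme for no effect and no enzyme buffer wells for full effect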
# Target sequence (Q9BQF6 706-1050 limits assumed): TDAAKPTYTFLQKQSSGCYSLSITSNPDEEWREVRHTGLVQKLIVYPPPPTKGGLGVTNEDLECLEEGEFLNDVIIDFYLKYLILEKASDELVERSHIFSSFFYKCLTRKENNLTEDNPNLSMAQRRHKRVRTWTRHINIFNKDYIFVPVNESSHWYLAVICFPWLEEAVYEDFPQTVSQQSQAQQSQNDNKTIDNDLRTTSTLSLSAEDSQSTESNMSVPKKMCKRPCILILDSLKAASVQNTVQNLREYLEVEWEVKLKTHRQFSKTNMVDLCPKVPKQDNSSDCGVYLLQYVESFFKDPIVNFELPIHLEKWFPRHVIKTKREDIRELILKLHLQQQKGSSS
# SENP6 block – SENP6 protease inhibitors, primary screen, biochemical, luminescence, uHTS; Sentrin-specific protease 6 (Homo sapiens), Q9GZR1; Recombinant SENP6 catalytic domain, aminoluciferin luminescence; inhibition, % at 10 µM; 330,000 tested, 1.8% active; AID 2599, 2010;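 active = inhibition above about 50% at the single tested dose, limit read from the data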;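 also: plate controls were DMSO wells with enzyme for no effect and DMSO wells lacking enzyme for full effect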
# Target sequence (Q9GZR1 628-1112 limits assumed): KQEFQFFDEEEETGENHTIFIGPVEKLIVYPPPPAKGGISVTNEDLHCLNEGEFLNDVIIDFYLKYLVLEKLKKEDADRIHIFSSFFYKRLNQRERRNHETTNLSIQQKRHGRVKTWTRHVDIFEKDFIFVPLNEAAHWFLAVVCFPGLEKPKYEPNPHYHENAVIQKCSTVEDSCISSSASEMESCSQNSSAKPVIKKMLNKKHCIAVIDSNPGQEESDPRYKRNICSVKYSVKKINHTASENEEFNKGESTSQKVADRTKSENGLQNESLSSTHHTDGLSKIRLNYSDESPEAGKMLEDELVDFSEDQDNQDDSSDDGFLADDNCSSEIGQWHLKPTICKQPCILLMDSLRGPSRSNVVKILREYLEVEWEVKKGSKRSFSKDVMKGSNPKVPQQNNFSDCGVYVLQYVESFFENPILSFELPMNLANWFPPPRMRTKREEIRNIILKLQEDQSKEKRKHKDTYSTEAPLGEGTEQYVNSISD
# * marks the source's active call; other numbers are inactive results; . = no result given.
# The opening 4 entries (preview)
SMILES,PfGluPho inh,SENP8 block-1,HKDC1 inh,Apaf1 inhib,SENP1 inh,SENP8 block-2,NALP3 yeast inh,SENP7 block,SENP6 block
COc1ccc(-c2nc(CSCC(=O)NC3CCCc4ccccc43)c(C)o2)cc1 (stereo not given),6,-7,0,27,2,-2,7,-11,-8
CC(NC(=O)COC(=O)c1ccccc1F)C1CC2CCC1C2 (stereo not given),-11,-6,6,10,2,-4,18,2,-17
Oc1ccc2ccccc2c1C=Nc1cc(C(F)(F)F)ccc1N1CCCC1,4,-2,15,7,-20,-100,3,-2,-14
Cc1cccc(C2CC(c3ccc(Br)cc3)Nc3nc(N)nn32)c1 (stereo not given),28,-1,1,6,-1,-35,-2,21,-12

# The list itself, from the start:
SMILES,PfGluPho inh,SENP8 block-1,HKDC1 inh,Apaf1 inhib,SENP1 inh,SENP8 block-2,NALP3 yeast inh,SENP7 block,SENP6 block
COc1ccc(-c2nc(CSCC(=O)NC3CCCc4ccccc43)c(C)o2)cc1 (stereo not given),6,-7,0,27,2,-2,7,-11,-8
CC(NC(=O)COC(=O)c1ccccc1F)C1CC2CCC1C2 (stereo not given),-11,-6,6,10,2,-4,18,2,-17
Oc1ccc2ccccc2c1C=Nc1cc(C(F)(F)F)ccc1N1CCCC1,4,-2,15,7,-20,-100,3,-2,-14
Cc1cccc(C2CC(c3ccc(Br)cc3)Nc3nc(N)nn32)c1 (stereo not given),28,-1,1,6,-1,-35,-2,21,-12
CCCCn1c(N)c(N(CC(C)C)C(=O)CN(C)S(=O)(=O)c2ccc(C)cc2)c(=O)[nH]c1=O,1,-9,-5,0,1,9,3,9,-4
COc1ccc(C(C(=O)NC(C)(C)C)N(CCc2ccc(OC)c(OC)c2)C(=O)CCC(=O)Nc2cc(C)on2)cc1 (stereo not given),-12,2,-4,7,1,9,-4,-6,-3
O=c1cc(N2CCCCC2)c(-c2ccccc2)nn1Cc1ccc(Cl)cc1,-14,-6,5,29,3,6,23,-3,6
CCc1cccc(NC(=O)Cc2ccc(OC)c(OC)c2)c1,0,-3,-8,-11,0,27,8,-5,-10
COc1ccccc1N1CCN(C(=O)c2ccc3c(Cl)c4c(nc3c2)CCCC4)CC1,9,-8,4,41*,2,4,10,3,0
CC1=NN(C(C#N)c2ccc([N+](=O)[O-])cc2)C(C)(C)C1 (stereo not given),5,-3,-4,-4,.,.,8,-2,-3
O=C(CC1(O)C(=O)N(CN2CCOCC2)c2ccccc21)c1ccccc1 (stereo not given),-10,-7,0,4,-1,2,1,-11,3
O=C(O)C1CCN(C(=O)CSc2nc3ccccc3c(=O)n2-c2ccc(Cl)cc2)CC1,-9,-9,-5,6,0,8,-6,-10,-6
COc1ccc([N+](=O)[O-])cc1NS(=O)(=O)c1cccc(C(=O)NCCCN2CCCC2=O)c1,-8,4,1,1,1,19,17,-2,-4
CCNC(=O)COC(=O)c1ccc(S(=O)(=O)N2CCCCCC2)cc1,-12,-1,-2,-3,-2,27,9,4,-6
Cc1ccc(C)c(NS(=O)(=O)c2cc(C(=O)NCc3ccccn3)ccc2C)c1,3,3,-4,12,-2,8,7,-2,-4
Cc1cc(=O)oc2c(C)c(OC(=O)c3ccco3)ccc12,7,-17,1,-10,-31,-408,10,-5,-17
COC(=O)c1ccc2c(=O)n(CCO)c(=S)[nH]c2c1,18,2,6,-6,1,5,15,8,-8
CCOC(=O)c1cnc(-c2ccccc2)nc1-c1ccccc1,7,-1,-8,10,2,7,18,6,-6
CS(=O)(=O)c1nc(S(=O)(=O)c2ccc(Cl)cc2)c(NCc2ccccn2)s1,-12,-4,0,2,0,12,3,-2,-11
CCCCc1cc(C(=O)Cc2ccccn2)c(O)cc1O,8,4,6,6,-15,-22,3,1,-12
O=C(CNS(=O)(=O)c1ccccc1)N1CCCC1,3,5,-10,1,1,-1,-15,1,-12
CC(C)OC(=O)c1c(NC(=O)Cn2cnc([N+](=O)[O-])n2)sc2c1CCCC2,22,3,-1,30,4,11,12,9,1
O=C(O)CCCCCCCCc1cn(CC2CCCCC2)nn1,-6,-6,2,4,1,14,15,-6,-2
COc1ccccc1CN(CC(=O)NCC1CCCO1)C(=O)CNS(=O)(=O)c1ccc(C)cc1 (stereo not given),-9,3,-6,4,1,16,18,3,-15
O=C(CCCN1C(=O)c2cccc3cccc(c23)C1=O)Nc1ccon1,-11,12,-9,-2,0,-253,6,4,-10
Cc1cc(C(=O)CSc2nnnn2-c2ccccc2)c(C)n1-c1ccc2c(c1)OCO2,12,-3,-5,15,-1,2,21,4,-3
N#Cc1ccccc1S(=O)(=O)N1CCN(CC(=O)NCC2(N3CCOCC3)CCCCC2)CC1,13,-11,-9,19,1,0,18,-5,-27
CCCN(CCC)CCNC(=O)c1cc2c(-c3ccc(Cl)cc3)nn(C)c2s1,12,5,2,23,2,-310,33,13,11
Cc1ccccc1-n1nc2c(c1NC(=O)c1c(-c3ccccc3Cl)noc1C)CS(=O)(=O)C2,-12,-4,-5,-11,2,12,-4,-4,13
O=C(CN1C(=O)NC2(CCCC2)C1=O)NCCC1=CCCCC1,-6,-5,2,-11,2,8,2,4,5
O=C(/C=C/c1cccs1)Nc1ccc(N2CCOCC2)c(S(=O)(=O)Nc2cc(Cl)ccc2Cl)c1,-23,5,-1,20,4,5,4,10,10
Cc1ccccc1-c1nc(CS(=O)CC(=O)NC2CCCC2)c(C)o1 (stereo not given),-6,-4,-4,-6,-2,-22,9,0,20
COc1ccc2nc(C)cc(Sc3nc4ccccc4s3)c2c1,59,3,12,10,0,-168,10,-5,-3
COc1ccc(-n2c(=O)c3ccccc3n(CC(=O)Nc3cc(C)on3)c2=O)cc1OC,3,-4,-5,0,3,18,10,-2,-14
COc1ccc(-c2nc3c(n2O)CCC/C3=N\O)cc1,1,-10,-10,-7,0,-98,-11,-10,4
CC(C)C(=O)Nc1nnc(SCC(=O)NC2CCCC2)s1,-7,-4,-8,-7,0,14,19,-5,-30
Cc1ccnc2nc(C(=O)Nc3ccc(S(=O)(=O)N4CCCC4)cc3)nn12,-20,-1,-6,-19,-1,18,1,7,-5
Cc1cccc(C)c1NC(=O)CN(C)C(=O)Cn1c(=O)cnc2ccccc21,-5,-1,-6,-2,2,11,4,2,10
CC1=C([N+](=O)[O-])C(c2ccccc2Cl)NC(=O)N1C (stereo not given),10,4,-4,2,-1,14,9,-1,15
Cc1ccc(-c2cc(C(=O)OCC(=O)Nc3cc(C)on3)c3ccccc3n2)c(C)c1,-13,-4,1,17,0,-19,5,-1,-12
COc1ccc(NC(=O)CNc2ccccc2C(C)=O)cc1S(=O)(=O)N1CCOCC1,16,-3,-8,2,-23,-330,7,-2,4
COc1ccc([C@H]2CC(=O)C=C(c3cccc(Br)c3)C2)cc1,-5,0,3,9,2,11,15,3,-10
O=C(c1ccc2ccccc2c1)C1CCCN(C(=O)CN2C(=O)CSC2=O)C1 (stereo not given),0,5,-1,1,0,0,2,0,13
CCCCC(=O)OCC(=O)c1cc(C)n(-c2c(C)n(C)n(-c3ccccc3)c2=O)c1C,-23,-4,9,0,-1,-1,7,-6,5
O=C1c2ccccc2C(O)N1Cc1ccc2c(c1)OCO2 (stereo not given),-8,5,-5,-10,3,8,0,2,0
CC1(C)NC(C)(C)/C(=C\c2cccs2)C(=O)C1=O,-10,-16,-7,7,0,30,20,-2,-5
Cn1c(=O)c2c3c(sc2n2cnnc12)CCC3,-14,1,-8,-2,0,29,2,6,-6
CCCC1(C2CCCC2)NC(=O)NC1=O (stereo not given),13,.,-6,.,-1,9,.,.,.
COc1ccc(NC(=O)CSc2nnc(-c3ccncc3)o2)c([N+](=O)[O-])c1,-7,4,1,3,1,8,-2,-4,6
CCOC(=O)C1CCCN(S(=O)(=O)c2cc(OCC(N)=O)c(C)cc2Cl)C1 (stereo not given),-2,0,-4,9,1,10,-9,1,-1
O=C(COC(=O)c1ccc(O)cc1)NC1CCCC1,-18,-11,2,10,-2,14,15,-2,-20
CN1C(C(=O)Nc2ccc(OC(F)(F)F)cc2)=CC(c2cccs2)=NS1(=O)=O,19,1,1,-12,-1,-2,0,4,-9
O=C(CSc1cn[nH]n1)Nc1ccccc1C(F)(F)F,-4,-12,-7,8,1,12,13,-11,7
O=C(Nc1nnc(-c2ccc(Cl)cc2)o1)Nc1ccccc1Cl,-7,-3,-2,6,1,-4,8,10,-10
Cc1sc2nc(CN3CCOCC3)[nH]c(=O)c2c1-c1ccccc1,12,0,-9,2,-3,-10,6,3,-3
COc1ccc2oc(C(=O)N(C)CCOc3ccc(Cl)cc3)c(C)c2c1,12,-10,-1,20,-3,3,24,1,-14
CCOC(=O)c1cnc2ccc(C)cc2c1Nc1ccc(N2CCOCC2)cc1,44,-11,-2,41*,10,34,17,-3,-13
CC(C)COC(=O)C(N)C(C(=O)OCC(C)C)c1ccccc1 (stereo not given),-1,1,-3,3,2,22,-15,6,6
O=C(NCc1ccc(F)cc1)C(=O)NCC1OCCN1C(=O)c1cccs1 (stereo not given),6,4,-6,-10,0,-5,18,3,-2

# A different layout for 4 compounds above.
Compound	PfGluPho inh	SENP8 block-1	HKDC1 inh	Apaf1 inhib	SENP1 inh	SENP8 block-2	NALP3 yeast inh	SENP7 block	SENP6 block
COc1ccc(NC(=O)CNc2ccccc2C(C)=O)cc1S(=O)(=O)N1CCOCC1	16	-3	-8	2	-23	-330	7	-2	4
COc1ccc([C@H]2CC(=O)C=C(c3cccc(Br)c3)C2)cc1	-5	0	3	9	2	11	15	3	-10
O=C(c1ccc2ccccc2c1)C1CCCN(C(=O)CN2C(=O)CSC2=O)C1 (stereo not given)	0	5	-1	1	0	0	2	0	13
CCCCC(=O)OCC(=O)c1cc(C)n(-c2c(C)n(C)n(-c3ccccc3)c2=O)c1C	-23	-4	9	0	-1	-1	7	-6	5

# Assay outcomes deposited in PubChem BioAssay by Sanford-Burnham Center for Chemical Genomics.
